High-throughput results deposited in PubChem by several laboratories.
OX1R FRET antag: blocks the human orexin 1 receptor; 1.8% of 330,000 active; OX1R-expressing cells, FRET antagonist read-out; inhibition, % at 6.6 µM; O43613; in the data active means inhibition mostly above about 38%, no sharp cut-off; inactive means mostly below about 40%;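 further: 0% = agonist challenge alone and 100% = reference antagonist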
Target sequence (O43613 whole entry, looked up): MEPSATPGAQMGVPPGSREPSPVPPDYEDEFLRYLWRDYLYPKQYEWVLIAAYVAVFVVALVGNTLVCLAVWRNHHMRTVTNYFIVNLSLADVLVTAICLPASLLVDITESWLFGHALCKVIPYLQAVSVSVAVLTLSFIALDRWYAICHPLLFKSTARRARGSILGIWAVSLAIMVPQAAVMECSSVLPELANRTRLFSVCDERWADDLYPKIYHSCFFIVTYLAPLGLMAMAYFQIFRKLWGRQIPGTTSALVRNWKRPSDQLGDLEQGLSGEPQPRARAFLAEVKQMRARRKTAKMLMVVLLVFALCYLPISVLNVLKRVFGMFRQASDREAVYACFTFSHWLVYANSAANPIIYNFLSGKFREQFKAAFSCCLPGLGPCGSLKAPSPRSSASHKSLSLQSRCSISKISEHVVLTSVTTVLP
STK33 inh: inhibitors of human STK33 kinase. Q9BYT3. purified STK33, MBP phosphorylation, ADP-Glo luminescence. inhibition, % at 10 µM. 0.073% of 320,000 active;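 active means inhibition at or above 25%, using the most active replicate where run in duplicate; inactive means inhibition below 25%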
Target sequence (Q9BYT3 whole entry, looked up): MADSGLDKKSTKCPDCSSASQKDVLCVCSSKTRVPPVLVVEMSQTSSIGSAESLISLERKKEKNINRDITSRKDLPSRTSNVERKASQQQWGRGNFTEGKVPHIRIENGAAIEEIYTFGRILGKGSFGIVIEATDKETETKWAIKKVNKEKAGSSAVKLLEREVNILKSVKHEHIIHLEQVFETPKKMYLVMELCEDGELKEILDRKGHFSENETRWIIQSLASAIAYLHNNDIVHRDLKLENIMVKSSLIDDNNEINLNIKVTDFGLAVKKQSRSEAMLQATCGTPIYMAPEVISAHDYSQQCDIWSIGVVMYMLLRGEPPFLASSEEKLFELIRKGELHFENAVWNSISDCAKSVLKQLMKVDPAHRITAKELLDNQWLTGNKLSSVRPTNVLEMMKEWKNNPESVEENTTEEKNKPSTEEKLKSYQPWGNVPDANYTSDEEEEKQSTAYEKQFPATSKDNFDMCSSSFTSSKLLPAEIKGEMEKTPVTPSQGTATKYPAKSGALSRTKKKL
Starred values were filed as active, the others as inactive; x = no result given; & = joins results of further samples.

The line under a structure holds: OX1R FRET antag	STK33 inh
CCN(C(=O)COC(=O)c1ccc(Cl)nc1)C1CCS(=O)(=O)C1 (stereo unspecified)
    -3.2	-1.3
COC(=O)Cc1c(O)ccn(Cc2ccc(F)cc2)c1=O
    16.9	-0.6
Cc1ccc([N+](=O)[O-])c(OCCN2CCCCCC2)c1
    9.2	-0.2
Cc1ccc(SSc2cc(C)ccc2N)c(N)c1
    3.6	-1.3
CCOC(=O)C1(CC2CCCCO2)CCN(Cc2cccnc2)CC1 (stereo unspecified)
    8.6	-2.2
CCCN1C(C)C(C(=O)OCC)=CN(Cc2ccc(Br)cc2)S1(=O)=O (stereo unspecified)
    15.8	x
COC(=O)c1ccc(COc2ccccc2OC)o1
    -2.6	-1.0
CC(C)Nc1nc(NC(C)C)nc(Oc2ccc(=O)n(C)n2)n1
    9.9	0.4
O=C1c2ccccc2CN1CCNC(=S)NC1CCCCC1
    2.2	-1.7
O=Cc1c(NCCN2CCCC2)c2ccccc2[nH]c1=O
    10.2	-3.1
CCOCCCNC(=O)N[C@H](C(=O)OC)C(C)CC (stereo partly specified)
    -1.9	-0.4
Cc1cccc(-n2c(SCC(N)=O)nc3c(c2=O)C2(CCCCC2)Cc2ccccc2-3)c1
    20.3	-1.8
NC(=O)N/N=C/c1cn(-c2ccccc2)nc1-c1cccs1
    28.0	3.4
CCOc1ccc(C2NC(=O)CCC2[N+](=O)[O-])cc1 (stereo unspecified)
    -7.2	0.0
CC(C(=O)Nc1ccc(S(N)(=O)=O)cc1)N1CCc2ccccc21 (stereo unspecified)
    20.5	0.4
Cc1ccc(/C=N/NC(=O)c2cccs2)s1
    21.1	2.3
Cc1ccc2nc(/N=C(\N)NC(=O)N3c4ccccc4Sc4ccccc43)nc(C)c2c1
    1.0	-1.8
O=C(COC(=O)c1cccnc1)Nc1ccccc1
    16.8	1.3
Cc1cc(C(=O)Nc2ccc(Cl)cc2)c(C)n1Cc1cccs1
    15.2	-1.3
O=C(Cn1nnc(-c2ccccc2NC(=O)c2ccccc2F)n1)NCc1ccco1
    14.8	-1.8
CCN1/C(=C/c2ccc3ccc(C)cc3[n+]2CC)Sc2ccccc21
    38.5	-0.2
CC1CCCCN1C(=O)c1ccc(C(=O)Nc2ccc(F)cc2)cc1 (stereo unspecified)
    35.7	-0.2
Cc1nn(-c2ccccc2)c2nc3c(cc12)C(=O)CCC3
    14.5	-1.6
Cc1cc2oc(=O)cc(-c3ccccc3)c2c(C)c1-c1ccc(CO)cc1
    18.1	x
CSCC[C@H](NC(=O)[C@H]1CC[C@H](CNC(=O)[C@@H]2CCCN2)CC1)C(=O)O
    5.1	-0.7
CC1CCCC(NC(=O)CSc2nnc(N)s2)C1C (stereo unspecified)
    11.0	-1.7
CC1C2(C)OCC(C#N)(C(=N)O2)C1(C#N)C#N (stereo unspecified)
    9.6	0.7
CN(CC(=O)Nn1cnnc1)S(=O)(=O)c1cc(Cl)ccc1Cl
    5.5	0.4
NS(=O)(=O)c1ccc(CCNC(=O)c2cc3ccccc3oc2=O)cc1
    21.5	0.2
Cc1ccc(-c2cc(C(=O)O)c3cc(Br)ccc3n2)s1
    x	0.3&1.0
COc1ccc(OCCn2cc(C=O)c3ccccc32)cc1
    7.8	-1.1
CCOC(=O)NNC1CC(=O)N(c2ccc(OC)cc2)C1=O (stereo unspecified)
    5.0	0.2
CCOc1ccc(C(=O)C(C)=O)c(OCC)c1
    18.5	-1.2
Fc1ccc(-c2n[nH]c(=S)n2/N=C/c2c[nH]c3ccccc23)cc1
    9.5	-0.8
O=c1cc(O)c(-c2ccccc2Cl)c(Cl)[nH]1
    63.1	-2.4
Cc1ccc(-n2nc(CC#N)c(C#N)c2N)cc1
    10.3	-1.4
CC1(c2ccc(Cl)cc2)NC(=O)N(CC(=O)N2CCN(S(=O)(=O)c3ccccc3)CC2)C1=O (stereo unspecified)
    10.4	-0.6
Cc1cc(C)cc(OCC(O)CN2CCC(CN3C(=O)c4cccc5cccc(c45)C3=O)CC2)c1 (stereo unspecified)
    18.1	0.0
CC(=O)Nc1ccc(C(=O)OCC(=O)Nc2c(C)n(C)n(-c3ccccc3)c2=O)cc1
    2.3	0.0
Cc1ccc(CNC(=O)c2sc3ccc(S(=O)(=O)N4CCCCC4)cc3c2N)cc1
    -3.2	-1.6
CN(CCOc1ccccc1)S(=O)(=O)c1ccc2oc3ccccc3c2c1
    29.9	-1.6
Cc1cc(C(=O)NCc2ccccc2F)c2ccccc2n1
    21.1	-0.7
CCOC(=O)CCNC(=O)N1CCCC(N2CCN(c3ccc(OC)cc3)CC2)C1 (stereo unspecified)
    -8.1	11.5
O=C(CNC(=O)c1ccc(S(=O)(=O)N2CCCC2)cc1)N/N=C/c1ccccc1
    14.3	-0.5
O=C(OCC(=O)N1CCCCCC1)c1ccc(Cl)nc1
    9.2	-3.9
Cc1cc(Br)ccc1SCC(=O)NNC(=O)c1ccco1
    7.1	-0.6
C#CCOCCOCCOCCNc1nc(N2CCN(C(=O)[C@H](CCCCN)n3cc([C@@H](N)C(C)CC)nn3)CC2)nc(N2CCN(C(=O)[C@H](CCCCN)n3cc([C@@H](N)CO)nn3)CC2)n1 (stereo partly specified)
    6.7	0.9
COc1ccc(S(=O)(=O)N(CC(=O)NC2CC2)c2ccc(C)cc2)cc1OC
    16.1	-4.1
O=C(Nc1ccc(N2CCOCC2)cc1)C1CCN(S(=O)(=O)c2ccc3c(c2)OCCO3)CC1
    7.0	-1.1
CC(C)Oc1ccc(CNC(=O)c2cc(S(=O)(=O)N3CCOCC3)cn2C)cc1
    0.9	1.3
COc1cc(C2Nc3ccccc3NC3=C2C(=O)CC(C)(C)C3)cc(OC)c1OC (stereo unspecified)
    8.3	0.0
CCN1C(=O)[C@H]2[C@@H](c3ccc(-c4ccc5c(c4)OCO5)cc3)N[C@@](Cc3ccccc3)(C(=O)OC)[C@H]2C1=O
    4.7	-1.5
CN(/N=C/c1ccc([N+](=O)[O-])o1)c1ccccc1
    19.7	0.2
CCN(CC)S(=O)(=O)c1ccc(/C=C/C(=O)OCC(=O)N(C(C)C)C(C)C)cc1
    24.5	-2.2
CS(=O)(=O)c1ccc2nnn(OCC(=O)Nc3ccc(Br)cc3Br)c2c1
    32.0	-0.9
O=C(N=C1SC2CS(=O)(=O)CC2N1c1ccc(Br)cc1Cl)C1CC1 (stereo unspecified)
    13.8	-2.0
O=C(O)CC(CC(=O)Nc1ccc(C(=O)O)cc1)c1ccccc1 (stereo unspecified)
    15.2	0.3
Cc1ccccc1C(=O)Nc1c(C(=O)N2CCN(C)CC2)cnn1-c1ccccc1
    4.0	-1.0
COc1ccc(OC)c(NC(=O)CCN2CCN(Cc3ccccc3)CC2)c1
    22.0	0.0
COc1cc(OC)c(OC)cc1/C=N/Nc1ncnc2c1[nH]c1ccc(C)cc12
    24.5	-0.4

Whole records, quoted from the list.
`CCN(CC)S(=O)(=O)c1ccc(/C=C/C(=O)OCC(=O)N(C(C)C)C(C)C)cc1` across the screens: OX1R FRET antag = 24.5; STK33 inh = -2.2
`Cc1ccc(-n2nc(CC#N)c(C#N)c2N)cc1` across the screens: OX1R FRET antag = 10.3; STK33 inh = -1.4

Following part
The line under a structure holds: OX1R FRET antag	STK33 inh
COc1ccc(Cc2nnc(NC(=O)c3cccs3)s2)cc1OC
    10.9	-0.1
C/C(=N/NC(=O)c1ccc(C)s1)c1ccncc1
    x	8.0
Cc1[nH]c(C)c(S(=O)(=O)Nc2ccc(F)cc2Cl)c1C(=O)N1CCCC1
    22.6	-0.3
NC(=O)C1Cc2ccccc2CN1C(=O)c1cc(C2CC2)nn1-c1ccccc1 (stereo unspecified)
    0.4	0.0
Cc1cccc(-c2cc(=O)c(C(=O)O)cn2-c2ccc(F)cc2F)c1
    57.8*	0.1
COc1ccc2oc(C(=O)OCC(=O)Nc3ccccc3OC)c(C)c2c1
    25.1	2.4
Cc1ccccc1NC(=S)NCCc1ccccn1
    3.5	-0.6
COc1ccc(OC)c(NC(=O)C2CCN(S(C)(=O)=O)CC2)c1
    8.2	-2.3
CCOC(=O)C1CCCN(C(=O)c2ccc(Cl)c(S(=O)(=O)N3CCCCC3)c2)C1 (stereo unspecified)
    17.6	-0.9
CC(C)N1C(=O)C(O)(C2COC(C)(C)CC2=O)c2ccccc21 (stereo unspecified)
    8.1	-4.7
Cc1ccc(CCNC(=O)C2CCCN(S(=O)(=O)c3cnc[nH]3)C2)cc1 (stereo unspecified)
    6.9	-1.4
COC(=O)CCCN=C1SCCN1Cc1ccccc1
    26.8	-1.3
C=CCNC(=O)C(=O)N/N=C/c1ccco1
    23.6	0.6
CCN(C(=O)CSc1nnc(SC)s1)c1c(N)n(Cc2ccccc2)c(=O)[nH]c1=O
    7.8	0.3
CCOc1ccccc1C1CC(=O)Nc2cc3c(cc21)OCCO3 (stereo unspecified)
    2.7	0.1
Cc1cnc(C(=O)OCC(=O)N2c3ccccc3CC2C)cn1 (stereo unspecified)
    13.7	-2.1
O=C(O)CCC(=O)Nc1sc2c(c1C(=O)Nc1ccccc1)CCCCC2
    11.7	-1.4
Cc1ccc(S(=O)(=O)N(CC(=O)Nc2ccccc2C(=O)O)c2ccccc2)cc1
    11.9	-1.3
O=C(CN1C(=O)c2cccnc2C1=O)c1ccccc1
    21.6	-0.8
COc1ccc2cc3cc(C(=O)NCc4cccs4)oc3nc2c1
    22.0	x
O=C(NN1CCOCC1)c1ccccc1Br
    14.3	-0.2
O=C(NCCCn1ccnc1)c1cc(S(=O)(=O)N2CCOCC2)c(Cl)cc1Cl
    13.3	-0.3
OC[C@@H](O)[C@H](O)C(/C=N/Nc1ccccc1)=N\Nc1ccccc1
    15.4	-0.6
Cc1cc(C)c(NC(=O)/C(=C/c2ccco2)c2ccccc2)c(C)c1
    26.2	0.7
CC(Oc1ccc(Br)cc1Br)C(=O)NC1CCCC1 (stereo unspecified)
    11.7	-0.5
O=C(CSc1ccccc1)Nc1nnc(/C=C/c2ccccc2)s1
    17.2	-2.0
CNC(=O)CN(c1ccc2c(c1)OCCO2)S(C)(=O)=O
    10.9	-2.0
O=C(Cc1ccc(F)cc1)NCCc1cnc[nH]1
    10.9	-0.7
CCOC(=O)C(NC(=O)CC)(Nc1ccccc1OC)C(F)(F)F (stereo unspecified)
    10.6	-0.9
CNc1ccc(Br)cc(C(=O)/C=C/c2ccc(OC)cc2OC)c1=O
    8.0	-1.2
CC1(C)Cc2nc3sc4c(=O)n(CC(=O)NCc5ccco5)cnc4c3cc2CO1
    7.0	-0.9
Cc1ccn(CC(=O)N2CCCC(N3CCN(c4cccc(Cl)c4)CC3)C2)n1 (stereo unspecified)
    3.5	-2.5
CCOc1ccccc1NC(=O)C(OC(=O)c1ccc(CC)cc1)c1ccccc1 (stereo unspecified)
    5.8	-0.7
COc1ccc2[nH]c3c(=O)n(CCCC(=O)NC4CCC(C)CC4)c(=S)[nH]c3c2c1 (stereo unspecified)
    0.3	-0.6
Cc1cc(C(=O)Nc2cccc3ccccc23)co1
    25.7	-0.1
Cc1onc(-c2ccccc2)c1C(=O)Nc1ccc(S(=O)(=O)N2CCCCC2)cc1
    1.7	x
O=C(c1ccc2c(=O)n3c(nc2c1)CCCCC3)N1CCN(c2ccccc2)CC1
    7.7	-0.3
COc1ccc(NC(=O)CN2C(=O)NC(C)(c3ccc(C)cc3)C2=O)c([N+](=O)[O-])c1 (stereo unspecified)
    28.0	0.4
COc1cc(CCC(=O)N2CCN(c3cccc(C)c3C)CC2)cc(OC)c1OC
    9.4	0.1
O=C(Cc1csc(-c2ccccc2)n1)Nc1ccc(C(F)(F)F)cc1
    22.4	-2.5
COCCN1CCC(CNCc2c(C(=O)N3CCCCC3)nc3c(C)cccn23)C1 (stereo unspecified)
    11.0	0.7
O=C(NNC(=O)c1cccc(S(=O)(=O)Nc2ccc(Cl)cc2)c1)c1ccc(=O)[nH]c1
    4.2	-0.1
Cc1ccc(C)c(OCCC(=O)OCC(=O)NC2CCCC2)c1
    15.8	-2.3
CN(C(=O)CSc1nnc(-c2n[nH]c3ccccc23)o1)c1ccccc1
    91.9*	4.7
Cc1[nH]n(-c2ccccc2)c(=O)c1C(C[N+](=O)[O-])c1ccccc1Cl (stereo unspecified)
    34.5	-2.0
COc1ccc(NS(=O)(=O)c2cc(C(=O)N3CCC3)ccc2C)cc1
    3.9	-0.8
Cc1ccc(S(=O)(=O)N(C)C)cc1NC(=O)[C@H](Cc1ccccc1)N1C(=O)c2ccccc2C1=O
    18.8	x
CCc1noc(C)c1C(=O)Nc1nc(-c2ccccc2)cs1
    46.6	-0.3

Of the compounds above, six contain a COOH group.
The line under a structure holds: OX1R FRET antag	STK33 inh
CSCC[C@H](NC(=O)[C@H]1CC[C@H](CNC(=O)[C@@H]2CCCN2)CC1)C(=O)O
    5.1	-0.7
Cc1ccc(-c2cc(C(=O)O)c3cc(Br)ccc3n2)s1
    x	0.3&1.0
O=C(O)CC(CC(=O)Nc1ccc(C(=O)O)cc1)c1ccccc1 (stereo unspecified)
    15.2	0.3
Cc1cccc(-c2cc(=O)c(C(=O)O)cn2-c2ccc(F)cc2F)c1
    57.8*	0.1
O=C(O)CCC(=O)Nc1sc2c(c1C(=O)Nc1ccccc1)CCCCC2
    11.7	-1.4
Cc1ccc(S(=O)(=O)N(CC(=O)Nc2ccccc2C(=O)O)c2ccccc2)cc1
    11.9	-1.3
